Assay outcomes (PubChem)
TTR transcr act – TTR transcription activators in neuroblastoma reporter cells, primary screen, cell-based, luminescence, SH-SY5Y, TTR promoter Gaussia luciferase | AID 1117267, 2014 | hit rate 1.3% among 92,000 | 100% = recombinant luciferase protein wells | activation, % at 16.7 µM;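 active = activation above the mean of all tested compounds plus 3 SD, cut at about 9.5% in these data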;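 also: cells exposed to compounds for one day before reading; 0% = median of all test compound wells on the plate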
An asterisk follows results filed as active. The list is partial. The share of hits here may be higher or lower than overall.

SMILES | TTR transcr act
COC(=O)[C@@]12CCCCN1[C@H](c1ccc(-c3ccc(Cl)c(Cl)c3)cc1)[C@H]1C(=O)N(C)C(=O)[C@H]12 | -2.8
CC(=O)NC(=S)Nc1ccc(N2CCOCC2)c(S(=O)(=O)Nc2cc(Cl)ccc2Cl)c1 | 5.4
CN(C)c1cc[n+](CC(=O)N2c3ccccc3Sc3ccccc32)cc1 | -0.7
Cc1csc2c(=O)sc(NC(=O)c3cccs3)nc12 | 3.5
Cc1ccc(CN2CCCCC(NC(=O)c3ccc(C)cc3)C2=O)cc1 (stereo not drawn) | -0.8
CCOC(=O)Nc1ccccc1N1C(=O)c2ccccc2C1=O | 0.9
Cc1cc(C(=O)NCC(=O)Nc2c(C)cccc2C)c(C)o1 | -0.5
COCCN1C(=O)CCC1(C)C(=O)Nc1ccc2c(c1)OCCO2 (stereo not drawn) | -1.4
OCCC1CN(Cc2cnc(-c3ccc(Cl)cc3)nc2)CCN1C1CCCCC1 (stereo not drawn) | -2.9
Cc1c(Br)c([N+](=O)[O-])nn1CC(=O)NCc1ccccn1 | 7.2
O=C(N/N=C\c1ccc(-c2ccccc2[N+](=O)[O-])o1)C1COc2cc3ccccc3cc2O1 (stereo not drawn) | -3.1
Cc1cc(CNC(=O)c2cccc(OC3CCN(S(=O)(=O)N(C)C)CC3)c2)on1 | 0.0
COc1ccc(CCNC(=O)C2CCN(S(C)(=O)=O)CC2)cc1OC | 0.1
CC(=O)NC12CC3CC(C1)CC(C(=O)N(C)CC(=O)Nc1ccc(F)c(F)c1F)(C3)C2 | 1.4
CCOc1cc(C(=S)N2CCOCC2)ccc1OS(=O)(=O)c1ccc(OC)cc1 | -1.8
Cn1cncc1COC(=O)c1ccc(Cl)cc1 | 0.8
O=C(COc1ccc2c(-c3ccccc3)cc(=O)oc2c1)NCC1CCC(C(=O)O)CC1 (stereo not drawn) | 5.5
CCOC(=O)NC(=O)CSc1nc(-c2ccc(C)c(C)c2)cn1-c1ccccc1 | 9.3
CCCCOc1ccc(Cc2c(O)nc(SC)[nH]c2=O)cc1 | 9.9*
COc1ccc(CCNC(=O)Nc2nnc([C@H]3C[C@H](O)[C@@H](CO)O3)s2)cc1OC | -0.1
O=C(O)CC1CCC(=C(Cl)Cl)C1 (stereo not drawn) | -0.3
CC(=O)N/C(N)=N/c1nc(=O)c2ccccc2s1 | -1.8
COc1ccc(/C(O)=C2/C(=O)C(=O)N(CCN(C)C)C2c2cccnc2)cc1OC (stereo not drawn) | -0.2
O=c1[nH]c(C2CCN(S(=O)(=O)c3cccc(C(F)(F)F)c3)CC2)nc2c1nnn2Cc1cccc(F)c1 | -2.7
COP(N)(=O)C(CC(C)C)NC(=O)OCc1ccccc1 (stereo not drawn) | -0.1
CCCCNCCCOc1cccc(Cl)c1 | -2.7
O=C(C1CC(c2ccc(F)cc2)=NO1)N1CCCc2ccccc21 (stereo not drawn) | 2.0
CC(=O)c1nnn(-c2ccc(Cl)cc2C#N)c1C | 0.6
CC(=O)Nc1ccc2c(c1Br)Cc1ccccc1-2 | 5.0
COc1cc(O)c([C@@H](CC(=O)N2CC(C)CC(C)C2)c2ccc3c(c2)OCO3)c(OC)c1 (stereo partly drawn) | 1.2
Cc1ccc(S(=O)(=O)NCCNC(=O)CN2CCOCC2)cc1 | -1.0
COCCCn1c2nc3ccccc3nc2c2c(=O)n(-c3ccccc3OC)cnc21 | 4.9
COc1ccc(CN2CC(=O)N3[C@H]4c5cc(C)ccc5OC[C@@H]4[C@H](c4ccccc4)[C@]3(C)C2=O)cc1 | -1.0
CC1CCC(NC(=O)CCCn2sc3ccccc3c2=O)CC1 (stereo not drawn) | -1.6
NNC(=O)C(=O)Nc1ccc(O)cc1 | -0.9
COc1cccc(/C=C/C(=O)N2CC(C)OC(C)C2)c1OC (stereo not drawn) | -0.6
Cc1nn(-c2ccc(Cl)nn2)c(=O)c2ccccc12 | 4.0
CCCS(=O)(=O)NC(=O)C1(C)CCN(C(=O)c2cc(-c3cccs3)oc2C)C1 (stereo not drawn) | 6.4
Cc1cc(C(=O)N/N=C/c2cc(Cl)cc([N+](=O)[O-])c2O)n[nH]1 | 1.7
O=C(Nc1ccc(Cl)cc1)Nc1ccc(N2CCC(C(F)(F)F)CC2)nc1 | -0.5
CC(=O)Nc1ccc(N/C=C2/CCCC2=O)cc1 | -1.8
Cc1nn(CC2CC2)c(=O)n1-c1ccc(F)cc1 | 2.1
CNC(=S)N(Cc1ccco1)Cc1cc2cc3c(cc2[nH]c1=O)OCCO3 | -2.2
COc1ccc(OCC(=O)N2CCCC2=O)c([N+](=O)[O-])c1 | 3.2
CCCCn1c(N)c(N(CC(C)C)C(=O)c2ccc(OCc3c(C)noc3C)cc2)c(=O)[nH]c1=O | 2.5
CC(C)(C)C(=O)O/N=C(\N)c1ccc(Oc2cc(Cl)cc(Cl)c2)c([N+](=O)[O-])c1 | -0.2
CC(=O)c1ccc(NC(=O)c2cc(CC(C)C)nc3ccccc23)cc1 | 4.0
Cc1ccc(C)c(OCCC(=O)Nc2ccccc2C(=O)NC2CC2)c1 | 1.7
CC1(C#CC[N+]2(C)CCCCC2)CCC2C(O1)c1ccccc1OC2(C)C (stereo not drawn) | -0.9
O=C1C=C(c2ccccc2)C[C@@H](c2ccc(Cl)cc2)C1 | -0.3
O=C(Cn1cnc2c(cnn2-c2ccc(F)cc2)c1=O)OCc1ccccc1 | 5.0
O=S(=O)(c1ccccc1)N(CC1CO1)c1ccccc1 (stereo not drawn) | 1.2
COc1ccc(N2CCN(c3nc(Nc4ccc(C)c(F)c4)nc(N4CCCC4)n3)CC2)cc1 | 0.2
Clc1cnc2nc(SC/C=C/c3ccccc3)[nH]c2c1 | 4.5
CN1CCCN(S(=O)(=O)c2ccccc2)CC1 | 1.4
NC1=C(c2ccc([N+](=O)[O-])cc2)C(=O)CO1 | -0.1
O=C(Cc1c(F)cccc1Cl)NCC1CCCO1 (stereo not drawn) | 1.1
CC(=O)Nc1ccc(S(=O)(=O)Nc2nc3n(n2)C(c2ccccc2)CC(=O)N3)cc1 (stereo not drawn) | 0.8
CC1CC(=O)C(C2c3ccccc3CCN2C(=O)CCl)C(=O)C1 (stereo not drawn) | 0.1
O=C(Cn1ncc2c([nH]c3ccccc32)c1=O)NCCc1ccc(Cl)cc1 | -1.2

Following part
SMILES | TTR transcr act
Cc1ccc(/C=N/NC(=O)CNC(=O)c2ccc(S(=O)(=O)N(C)C)cc2)cc1 | -1.6
CCOc1ccc(-c2nc(CCl)cs2)cc1 | -1.9
O=C(CNS(=O)(=O)c1ccc(Br)cc1)OCc1cc(=O)n2cc(Br)ccc2n1 | 6.6
CCOC(=O)C1CCCN(c2c(NCCCN3CCCC(C)C3)c(=O)c2=O)C1 (stereo not drawn) | -1.0
Cc1ccc(S(=O)(=O)N2CCOCC2)cc1NC(=O)COC(=O)CNC(=O)c1ccccc1 | 0.8
CCCCCNC(=O)C(c1ccc(OC)cc1)n1c(=O)c(-c2ccco2)nc2ccccc21 (stereo not drawn) | -1.1
CC1=C(C(=O)OC(C)C)C(C)C(C(=O)OC(C)C)=C(C)N1 | 5.2
Cc1oc(C(C)(C)C)cc1C(=O)Nc1ccc(N2CCOCC2)cc1 | 0.9
Cc1cccc(OCC(=O)Nc2ccc(NC(=O)c3ccccc3)cc2)c1 | 1.0
COCCn1c(SCC#N)nnc1-c1ccc([N+](=O)[O-])cc1 | 0.0
CCc1nn(CCCC(=O)NCc2ccccc2Br)c(=O)c2cc3occc3n12 | -1.1
O=C(CCN1CCCCC1)N/N=C/c1c[nH]c2ccccc12 | 0.0
CSc1cccc(NC(=O)CN(c2ccc(C)cc2C)S(C)(=O)=O)c1 | -0.8
Cc1ccc(/C=N/Nc2cn[nH]c(=O)n2)o1 | 1.9
CC(C)N1CCN(Cc2ccc3c(c2)Cc2ccccc2-3)CC1CCO (stereo not drawn) | 1.6
CC(=O)c1c(C)nc(-c2ccccc2)nc1NC(=O)C(C)C | 2.0
COc1ccc2[nH]c3c(C)c4ccncc4c(C)c3c2c1 | -3.1
CSCCC(NC(=O)/C(=C/c1ccc2c(c1)OCO2)NC(=O)c1cccc([N+](=O)[O-])c1)C(=O)O (stereo not drawn) | -1.1
O=C(COC(=O)c1ccccc1OCc1ccccc1Cl)NC1CCS(=O)(=O)C1 (stereo not drawn) | 3.0
Cc1nn(CC2CC2)c(=O)n1N(C)c1ncc(C(F)(F)F)cc1Cl | 2.6
CCCNC(=O)CSc1nccn1Cc1ccco1 | 0.2
CC(=O)N1CCN(C(=O)COC(=O)/C=C/c2ccc(C(F)(F)F)cc2)CC1 | -2.7
CCN(CC)S(=O)(=O)c1cccc(NC(=O)/C=C/c2ccc([N+](=O)[O-])cc2)c1 | -4.3
O=C(NC1CC1)c1ccc(C2SCC(=O)N2Cc2ccccc2)cc1 (stereo not drawn) | -0.2
O=C(NCCS(=O)(=O)N1CCN(c2ccccc2F)CC1)c1cccs1 | 1.9
CCn1c(/C=N/Nc2ccc(C(=O)O)cc2)nc2ccccc21 | -1.6
Cc1nc2ccccn2c(=O)c1NC(=O)c1ccc2c(c1)OCO2 | 1.0
COc1cc2nc(CC(C)C)n(NC(=O)c3ccccc3Br)c(=O)c2cc1OC | -2.0
O=S(=O)(Nc1nc2ccccc2nc1Cl)c1ccccc1 | 4.5
N#CCC(=O)NC(=O)NCC1CC1 | 5.3
O=C(NCc1ccccn1)[C@@H]1CCCN1C(=O)[C@@H]1CCCN1C(=O)c1cccc(Cl)c1 | 0.0
COc1ccc(C)cc1NC(=O)COC(=O)C1CCN(C(=O)c2ccc(Cl)cc2)CC1 | 15*
Cc1cc(C)c(NC(=O)C2CC(=O)N(c3ccc4c(c3)OCCO4)C2)c(C)c1 (stereo not drawn) | -1.2
Cc1cc(C(=O)CSCCCn2c(=O)[nH]c3ccccc32)c(C)n1C | 0.8
CCOc1ccc(C(=O)NCC(=O)NCC(c2ccco2)N2CCCCC2)cc1 (stereo not drawn) | 0.4
COc1ccccc1C(=O)OCC(=O)NC1CCCC1 | 1.6
Nc1n[nH]c2cc(=O)n(-c3ccc(Cl)cc3)nc12 | 1.2
CCn1c(-c2ccc(N(C)C)cc2)nc2ccccc21 | -2.1
Cc1sc2ncnc(N3CCC(C(=O)Nc4ccc(Br)cc4Br)CC3)c2c1C | 4.9
CC(C)C(=O)N1CCN(c2ccccc2NC(=O)c2ccc([N+](=O)[O-])o2)CC1 | -0.1
Nc1ncnc2c1ncn2[C@@H]1O[C@H](C(=O)NS(=O)(=O)c2cccs2)[C@@H](O)[C@H]1O | 0.1
CC(C)C(=O)N1CCC1(C)C(=O)Nc1ccc(-n2cncn2)cc1 (stereo not drawn) | 2.4
COc1ccc(NC(=O)c2c3c(nc4ccccc24)CCN(Cc2ccccc2)C3)c(OC)c1 | 0.0
CC(C)c1ccc(OCC(O)CN2CCN(c3ccccn3)CC2)cc1 (stereo not drawn) | 0.4
CC(C)NC(=S)NN=C1CCCCCCCCCCC1 | -1.8

Sorted by value in TTR transcr act (high to low): three of the compounds above.
SMILES | TTR transcr act
Nc1n[nH]c2cc(=O)n(-c3ccc(Cl)cc3)nc12 | 1.2
CC(C)c1ccc(OCC(O)CN2CCN(c3ccccn3)CC2)cc1 (stereo not drawn) | 0.4
Nc1ncnc2c1ncn2[C@@H]1O[C@H](C(=O)NS(=O)(=O)c2cccs2)[C@@H](O)[C@H]1O | 0.1

New compounds follow.
SMILES | TTR transcr act
O=C(O)C1=CC[C@@H](c2ccc(Cl)cc2)N(S(=O)(=O)c2ccc(Cl)cc2)[C@H]1c1ccc(Br)cc1 | -2.6
COc1ccc(NC2CCCN(C(=O)c3cc4ncccn4n3)C2)cc1 (stereo not drawn) | -1.6
COc1ccc(-n2c(SCC(=O)NCc3cccs3)nnc2-c2ccoc2C)cc1 | -0.5
CC1CCCCC1NC(=O)CSc1nc2ccccc2c(=O)n1Cc1ccco1 (stereo not drawn) | -2.2
Clc1ccccc1N1CCN(Cc2ccc(Br)o2)CC1 | -1.7
CC(C)(C)CC(C)(C)N1CNC(=S)NC1 | 0.5
CNC(=O)CCc1nc(-c2ccc(C(C)C)cc2)no1 | 0.4
Cc1ccc(NC(=O)C(C)Sc2n[nH]c(CNc3ccccc3)n2)cc1 (stereo not drawn) | 2.5
COc1ccc(C(=O)NCCN2CCOCC2)cc1[N+](=O)[O-] | 0.9
CCN(C1=NS(=O)(=O)c2ccccc21)N(CC)S(=O)(=O)c1ccc(C)cc1 | 1.4
CC(=O)O[C@H]1C[C@@H](n2cnc3c(Cl)ncnc32)[C@@H]2OC(C)(C)O[C@@H]21 | -1.7
CCOC(=O)c1c(NS(C)(=O)=O)sc2c1CCC(C)C2 (stereo not drawn) | -2.2
Brc1ccc(-n2cnc(-c3ccccc3)c2)cc1 | 3.5

In the list so far, these contain an NH in an aromatic ring.
SMILES | TTR transcr act
CCCCOc1ccc(Cc2c(O)nc(SC)[nH]c2=O)cc1 | 9.9*
O=c1[nH]c(C2CCN(S(=O)(=O)c3cccc(C(F)(F)F)c3)CC2)nc2c1nnn2Cc1cccc(F)c1 | -2.7
Cc1cc(C(=O)N/N=C/c2cc(Cl)cc([N+](=O)[O-])c2O)n[nH]1 | 1.7
CNC(=S)N(Cc1ccco1)Cc1cc2cc3c(cc2[nH]c1=O)OCCO3 | -2.2
CCCCn1c(N)c(N(CC(C)C)C(=O)c2ccc(OCc3c(C)noc3C)cc2)c(=O)[nH]c1=O | 2.5
Clc1cnc2nc(SC/C=C/c3ccccc3)[nH]c2c1 | 4.5
O=C(Cn1ncc2c([nH]c3ccccc32)c1=O)NCCc1ccc(Cl)cc1 | -1.2
O=C(CCN1CCCCC1)N/N=C/c1c[nH]c2ccccc12 | 0.0
Cc1ccc(/C=N/Nc2cn[nH]c(=O)n2)o1 | 1.9
COc1ccc2[nH]c3c(C)c4ccncc4c(C)c3c2c1 | -3.1
Cc1cc(C(=O)CSCCCn2c(=O)[nH]c3ccccc32)c(C)n1C | 0.8
Nc1n[nH]c2cc(=O)n(-c3ccc(Cl)cc3)nc12 | 1.2
Cc1ccc(NC(=O)C(C)Sc2n[nH]c(CNc3ccccc3)n2)cc1 (stereo not drawn) | 2.5
